# Source: PubChem (National Center for Advancing Translational Sciences (NCATS))
# GALK inh = qHTS Assay for Inhibitors of Human Galactokinase (GALK); P51570; 270,000 tested, 0.007% active; AID 1868, 2009; Potency, µM (titrated, usually from 57.5 µM), inactives show top-dose activity change, negative = inhibition, hits mostly inhibitors; Purified GALK, Kinase-Glo residual ATP luminescence; also: potency is read from the fitted curve at half-maximal effect; % is scaled to controls: 0 for no effect and ±100 for the full control effect
# Target sequence (P51570 whole entry, looked up): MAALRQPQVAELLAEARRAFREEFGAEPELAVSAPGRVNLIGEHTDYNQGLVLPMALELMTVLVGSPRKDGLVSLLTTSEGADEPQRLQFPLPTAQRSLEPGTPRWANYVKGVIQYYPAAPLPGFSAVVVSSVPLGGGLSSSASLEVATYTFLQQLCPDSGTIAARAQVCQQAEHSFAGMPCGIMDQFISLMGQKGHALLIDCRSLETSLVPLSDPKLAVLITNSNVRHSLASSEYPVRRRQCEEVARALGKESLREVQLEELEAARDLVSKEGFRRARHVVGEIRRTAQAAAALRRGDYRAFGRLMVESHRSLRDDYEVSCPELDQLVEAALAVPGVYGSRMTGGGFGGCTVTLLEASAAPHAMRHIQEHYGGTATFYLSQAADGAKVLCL
#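 Luminescence from leftover ATP (Ultra-Glo luciferase/luciferin) served as read-out after a 1 h room-temperature reaction of 5 nM GALK with 35 uM ATP and 100 uM galactose.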
# TCR activator = Activators of T cell receptors: qHTS campaign | primary human leukocytes, anti-CD3, IL-2 HTRF, 48 h | Potency, µM (titrated, usually from 9.22 µM), for the others: at the top dose activation of IL-2 secretion, usual class: activators | 330,000 tested, under 10 active; also: % of control where 0% means no effect
#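 1) Mix primary human leukocytes, a-CD3 beads and compound. 2) Incubate 48 hr. 3) Add HTRF IL-2 reagents (a-IL-2-K, a-IL-2-d2).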
# Tb PFK block = qHTS Assay to Find Inhibitors of T. brucei phosphofructokinase; T. brucei PFK, ADP-Glo luminescence; Potency, µM (titrated, usually from 57.5 µM), without a hit: top-dose activity, negative = inhibition, most hits filed as inhibitors; 330,000 tested, 0.17% active; AID 485367, 2010;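 also: potency is read from the fitted curve at half-maximal effect; 0% = uninhibited 1x PFK enzyme wells and -100% = no-enzyme wells; nearly all actives have a fitted effect of over 60% in size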
# Target sequence (O15648 whole entry, looked up): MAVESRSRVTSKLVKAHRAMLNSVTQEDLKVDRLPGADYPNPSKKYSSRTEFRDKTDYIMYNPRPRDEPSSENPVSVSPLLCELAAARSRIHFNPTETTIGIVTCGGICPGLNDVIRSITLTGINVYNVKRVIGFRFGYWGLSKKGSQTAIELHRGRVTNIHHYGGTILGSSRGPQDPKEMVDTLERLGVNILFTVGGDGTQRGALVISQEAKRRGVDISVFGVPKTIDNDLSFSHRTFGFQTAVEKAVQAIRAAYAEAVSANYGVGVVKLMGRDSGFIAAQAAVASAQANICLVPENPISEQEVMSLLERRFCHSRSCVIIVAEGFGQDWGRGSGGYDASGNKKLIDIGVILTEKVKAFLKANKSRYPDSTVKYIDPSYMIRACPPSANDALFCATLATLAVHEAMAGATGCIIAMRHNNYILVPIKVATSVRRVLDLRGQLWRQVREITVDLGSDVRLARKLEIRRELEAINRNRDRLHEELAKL
#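 In TEA buffer at pH 8.0 with 5 mM MgCl2, enzyme (1.25 nM) converted F6P (0.5 mM) and ATP (0.1 mM) for 45 min at room temperature. ADP product was read by luciferase luminescence.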
# BCR signal inh = qHTS Assay to Find Inhibitors of Chronic Active B-Cell Receptor Signaling | ABC-DLBCL IkBa-CBG/CBR reporter, luminescence ratio, 4 h | Potency, µM (top dose mostly 46.1 µM), for inactives: at the highest dose ratio change, negative = lower green/red ratio, most hits filed as inhibitors | 340,000 tested, 0.05% active | AID 493014, 2011; active = well fitted inhibition curve with a large enough effect in the signal ratio, with a control signal flat, not every such curve was filed as active; inconclusive = small, poorly fitted or top-dose-only effect, or effect the other way, or a change in a side signal; the % refers to the signal ratio;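 also: potency is read from the fitted curve at half-maximal effect; plate controls were basal doxycycline-induced cells for no effect and cells given 10 µM MG132 for full effect; MG132 reads +100%, hits lower the ratio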
#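 Concentration-response series (up to 46 uM) were applied to TMD8 dual-reporter cells for 4 h at 37C with doxycycline. Green/red ratio, after filter-overlap correction, defined %Activity; red signal alone was normalised to basal cells and zero luminescence.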
# CXXC DNA block = qHTS Fluorescence Polarization Assay for Inhibitors of MLL CXXC domain - DNA interaction | Histone-lysine N-methyltransferase 2A (Homo sapiens), Q03164 | MLL-CXXC / FITC-HOXA9 DNA fluorescence polarization | Potency, µM (highest dose often 115 µM), for the others: at the top dose activity change, negative = inhibition, usual class: inhibitors | 290,000 tested, 0.037% active; active = well fitted inhibition curve with a large enough effect in the polarisation, with a control signal flat, not every such curve was filed as active; inconclusive = small, poorly fitted or top-dose-only effect, or effect the other way, or a change in a side signal; inactive = no such curve, though single readings can be large or run the other way; the % refers to the polarisation; also: potency is read from the fitted curve at half-maximal effect
#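 Fluorescence polarization: 7 uM MLL-CXXC (stock) preincubated 5 min with compounds, then 50 nM fluorescein-HOX-A9 DNA (stock) added; 30 min ambient. Buffer 50 mM Tris-HCl pH 7.5, 50 mM NaCl, 1 mM DTT, 0.05% BSA.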
# FBPA coupling cs = qHTS Assay for Inhibitors of Fructose-1,6-bisphosphate Aldolase from Giardia Lamblia: Coupling assay counterscreen; coupling enzyme system counterscreen, AmpLite Red fluorescence; 290,000 tested, 0.67% active; activity change, negative = inhibition, % at 58.2 µM, hits read low; AID 2472, 2010; in the data active = activity change below about -30%; also: % is scaled to controls: 0 for no effect and ±100 for the full control effect
#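 Counterscreen lacking aldolase: glyceraldehyde-3-phosphate coupling-enzyme reagent preincubated 10 min at RT with compound (at 57.5 uM final), then substrate/coupling system with AmpLite Red added; fluorescence read at 525/598 nm after 20 min RT.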
# A-T KAP1 phos = qHTS Assay for Identifying a Potential Treatment of Ataxia-Telangiectasia. […] A-T fibroblasts, KAP-1 phosphorylation AlphaLISA; neocarzinostatin DNA damage 30 min before lysis. Potency, µM (titrated, usually from 57.5 µM), for the others: at the top dose activation, most hits filed as activators. 320,000 tested, 0.19% active; also: potency is read from the fitted curve at half-maximal effect; % of control where 0% means no effect; nearly all actives have a fitted effect of over 45% in size
#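 hTERT-immortalized A-T patient fibroblasts ([…]), 500 cells/well in OPTI-MEM, 1% FBS, got compounds for 60 min, then NCS for 30 min at 37C. Lysates were then assayed for phospho-KAP-1 by AlphaLISA (anti-pKAP1 donor, anti-KAP1 acceptor beads), 6 hr at 25C.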
# Giardia kill = Small Molecules that selectively kill Giardia lamblia: qHTS. activity change, % at 7.66 µM, hits read low. Giardia lamblia trophozoite viability. AID 540267, 2011. 340,000 tested, 0.15% active; in the data active = activity change below about -80%; inconclusive = between about -30% and that limit;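 also: parasites exposed to compound for two days anaerobically before the ATP read; % is scaled to controls: 0 for no effect and ±100 for the full control effect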
#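 Viability, read as ATP luminescence: trophozoites at 100 cells/well, compound added, 48 hrs anaerobic at 37 deg C, then 15-30 min room-temperature development before reading.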
# hERG WT inh = qHTS for Inhibitors of KCHN2 3.1: Wildtype qHTS; AID 720551, 2013; U2OS, BacMam KCNH2, thallium flux FluxOr; active compounds read low; 340,000 tested, 0.37% active; Voltage-gated inwardly rectifying potassium channel KCNH2 (Homo sapiens), Q12809; activity change, % at 1.84 µM;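 active = maximum activity change below -70%; inconclusive = maximum activity change between -70% and -50%; inactive = maximum activity change above -50%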; also: % is scaled to controls: 0 for no effect and ±100 for the full control effect
#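 U2OS cells transduced with wild-type KCNH2 virus are loaded with FluxOr dye for 45 min, and thallium flux is measured in kinetic reads before and after stimulation buffer. Rate constants are normalized to DMSO controls.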
# TSHR antagonist = Antagonists of the Thyroid Stimulating Hormone Receptor: HTS campaign. Thyrotropin receptor (Homo sapiens), P16473. TSHR-expressing cells, TSH-stimulated cAMP HTRF, 2 h; active compounds read low. activity change, negative = inhibition, % at 11.5 µM. 330,000 tested, 0.2% active;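 active = activity change below a set negative limit, meaning inhibition stronger than a set level, cut at about -70% in these data; inconclusive = activity change between two set negative limits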; also: % is scaled to controls: 0 for no effect and ±100 for the full control effect
#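 TSHR-expressing cells were treated with compounds, then stimulated with TSH at EC80 (4nM final) for 2 hours at 37 deg C. Cellular cAMP was measured by HTRF competition between lysate cAMP and cAMP-d2 for a cryptate-labelled anti-cAMP antibody.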
# Starred values were filed as active, the others as inactive; i = inactive; ? = inconclusive; nt = not tested or not shown; [ ] = another dose, or the depositor's remark. Unless noted, calls follow the shape of the dose curve; as a rule, active = well fitted curve in the direction sought with a large enough effect; inconclusive = small, poorly fitted or top-dose-only effect, or another doubt; inactive = no such curve, though single readings can be large; an effect the other way counts as inactive or inconclusive. This is a random part of the collection. Share with any hit: about 1.6%.
SMILES,GALK inh,TCR activator,Tb PFK block,BCR signal inh,CXXC DNA block,FBPA coupling cs,A-T KAP1 phos,Giardia kill,hERG WT inh,TSHR antagonist
C/C=C(\C)C(=O)NNC(=O)c1sc(-c2ccccc2)nc1C,0%,2%,1%,?,-4%,2,-1%,14,4,1
CCN1CCN(CCc2nc3cc(NC(=O)COc4ccccc4)ccc3n2C)CC1,-1%,-4%,-5%,0%,13%,nt,-5%,-8,21,-5
CCOC(=O)c1nn(-c2ccccc2)c(C#N)c1N,0%,-1%,0%,10%,12%,-1,2%,13,i,-2
Cc1noc(NC(=O)c2ccccc2Cl)c1C#N,-1%,3%,0%,-5%,16%,4,-2%,23,-3,-10
CCCCOc1ccccc1C1NC(=O)CCC1[N+](=O)[O-] (stereo not drawn),0%,-5%,-3%,?,-1%,14,15%,-4,-6,-4
CC(CCCCCCCCC(=O)O)N(CCO)C(=O)OC(C)(C)C (stereo not drawn),nt,12%,4%,2%,nt,nt,9%,-14,-5,-9
O=C(OCC(=O)N1CCc2ccccc21)c1ccc(Br)o1,nt,4%,-2%,3%,nt,nt,9%,30[activator],-9,nt
Cc1cccc(Nc2nc(NCC3CCCO3)nc(N)c2[N+](=O)[O-])c1 (stereo not drawn),-2%,1%[46.1 µM],-1%,?,13%,4,4%,-5,6,3
CC(C)(C)c1ccc(C(=O)CSc2ncn[nH]2)cc1,2%,-2%,7%,?,2%,3,2%,-8,15,6
Cc1c(C=O)c(C=O)c(C)n1Cc1ccccc1,-3%,-4%,1%,?,14%,3,5%,18,0,9
COc1ccc(-c2cc(O)cc(O)c2)cc1,1%,-2%,0%,-1%,-4%,0,1%,10,-2,5
COc1ccccc1/C=N/NC(=O)Cn1cnc([N+](=O)[O-])n1,-1%,-3%,-15%,-20%,9%,-13,3%,2,-2,9
COc1ccc(S(=O)(=O)N2CCC(C(=O)NCCC(=O)NCc3cccc(OC)c3)CC2)cc1,4%,-11%,2%,-1%,31%[activator],nt,-2%,0,1,-11
Cc1ccc(S(=O)(=O)Oc2ccc(/C=C3/N=C(c4ccccc4)OC3=O)cc2)cc1,1%,-2%[46.1 µM],-1%,1%,17%,15,4%,8,-1,13
CN(CCOc1ccccc1)C(=O)c1cc([N+](=O)[O-])ccc1N1CCOCC1,nt,-9%,1%,-2%,nt,nt,nt,0,10,-10
Cc1sc2nc(C)n(/N=C/N(C)C)c(=O)c2c1C,-2%,-1%,20%,?,-24%,1,?,-13,14,9
C=C1C2(C(=O)Nc3nccs3)CCC(C2)C1(C)C (stereo not drawn),5%,2%,1%,2%,-1%,0,-14%,7,-6,13
CC(C)(C)C(=O)NC(=S)Nc1ccccc1C(=O)Nc1ccccc1,1%,8%,2%,?,6%,nt,4%,-2,-7,-6
COC(=O)N1c2ccccc2C=Cc2ccccc21,-4%,-3%,-3%,?,-11%,-5,7%,-22,-4,-16
O=C(CSc1nnc(-c2ccccc2)n1-c1ccc(Cl)cc1)N/N=C/c1ccccc1C(=O)O,nt,-8%,-3%,4%,-4%,19,11%,0,0,7
Cc1ccc(CS(=O)Cc2ccc(C(=O)NCc3ccccc3)o2)cc1 (stereo not drawn),5%,0%,-8%,1%,3%,1,5%,16,0,-2
O=c1[nH]c2cc(Cl)ccc2n1-c1ccccc1,-2%,4%,3%,5%,2%,0,6%,-3,-3,-11
Cc1ccc(C)c(C(C)NC(=O)c2ccc(Br)o2)c1 (stereo not drawn),1%,9%,4%,?,?,-6,7%,-6,6,-24
COc1ccc(C(=O)Nc2ccnn2C2CCN(Cc3cnn(C)c3)CC2)cc1,7%,7%,2%,-16%,2%,0,8%,23,-4,13
CCOc1ccc(S(=O)(=O)N2CCC(C(=O)Nc3cc(S(C)(=O)=O)ccc3Cl)CC2)cc1,nt,nt,0%,6%,nt,nt,13%,-12,6,-5
CC(CN1C(C)CCCC1C)OC(=O)c1ccc(F)cc1 (stereo not drawn),2%,5%,0%,1%,1%,1,3%,-15,44,3
O=S(=O)(c1ccsc1)N1CC=C(c2ccccc2)CC1,2%,-1%,2%,?,7%,nt,4%,15,-22,1
CC1CC(C)CN(C(=O)COC(=O)c2cccc([N+](=O)[O-])c2)C1 (stereo not drawn),-1%,5%,1%,-2%,-1%,-6,-2%,-12,1,22
O=C(COC(=O)c1ccc2ncsc2c1)NCc1ccc(Cl)cc1,nt,4%,-15%,3%,nt,nt,2%,6,-14,-2
Cc1ccc(/C=C/C(=O)c2nc3ccccc3[nH]2)cc1,nt,-3%,-4%,13µM*,-2%,0,2%,?,0,-18
CCOc1ccccc1N(C)S(=O)(=O)c1ccc2c(c1)CCN2C(=O)CCC(=O)O,2%,-3%,5%,8%,7%,7,7%,-8,-5,-1
CCN(C(=O)CSc1n[nH]c(-c2cccs2)n1)C1CCS(=O)(=O)C1 (stereo not drawn),-1%,-2%,1%,-18%,3%,1,2%,-12,-4,-2
CN(C)C(CNC(=O)c1ccc2c(=O)n(-c3ccccc3F)c(=S)[nH]c2c1)Cc1ccccc1 (stereo not drawn),-2%,nt,-7%,8%,-4%,-1,9%,0,1,7
O=C(NNc1ccccc1)/C(=C\c1cccnc1)NC(=O)c1ccccc1,10%,2%,-3%,?,8%,2,-1%,27,-2,0
COc1cc2c(cc1OC)C(=O)CC(C)S2 (stereo not drawn),-3%,3%,2%,-12%,-7%,-1,19%,-13,3,6
CCOc1ccc(NC(=S)N2CCN(CCN3C(=O)c4cccc5cccc(c45)C3=O)CC2)cc1,0%,11%,0%,0%,-19%,-1,-1%,10,-3,1
COc1cccc(CC(=O)OC(C)C(=O)NCc2ccc3c(c2)OCO3)c1 (stereo not drawn),nt,12%,0%,-2%,nt,nt,1%,8,-6,3
CCOC(=O)C1=C(C)NC(c2cccs2)C(=O)N1 (stereo not drawn),1%,-5%[46.1 µM],0%,-5%,0%,3,3%,-25,-11,0
COc1ccc(C(C)=O)cc1CC(=O)NCCCn1ccnc1,3%,0%,6%,-10%,9%,2,0%,0,-5,-4
CCOC(=O)C1CCC(CN(Cc2ccccc2)S(=O)(=O)c2ccc([N+](=O)[O-])cc2)CC1 (stereo not drawn),-1%,-3%[46.1 µM],4%,2%,7%,0,-2%,-19,0,-6
COc1ccc(S(=O)(=O)CCC(=O)NCCc2ccc(C)cc2)cc1,-1%,nt,1%,?,22%,2,-3%,-1,11,6
CN(CCCCOc1ccc(F)cc1)Cc1ccccc1,3%,4%,-2%,2%,-4%,1,-12%,13,28,4
Cc1ccc(/C=C(\NC(=O)c2ccccc2)C(=O)N2CCCCC2)cc1,-3%,-21%,2%,?,-1%,2,3%,2,1,22
CCOc1ccccc1C(=O)NC1CCN(Cc2nnnn2C2CCCC2)CC1,6%,1%,-1%,-3%,-2%,6,6%,3,17,1
Cc1ccccc1-c1nnc(-c2ccc(Cl)cc2)o1,1%,8%,1%,-20%,6%,1,-4%,-17,-12,3
Cn1cc(C(=O)NCc2cccs2)c(=O)c2cc(S(=O)(=O)N3CCCC3)ccc21,nt,5%,0%,-2%,0%,1,4%,13,6,18
COc1ccc(S(=O)(=O)N2CCOCC2)cc1NC(=O)/C=C/c1ccccc1,nt,0%,0%,?,nt,nt,3%,8,1,6
Cc1occc1C(=O)NCc1nc(-c2ccc(Cl)cc2)no1,4%,-5%,1%,-2%,-4%,0,13%,-3,-8,-10
CC(C)(C)c1cc(CCC(=O)NCc2ccncc2)cc(C(C)(C)C)c1O,-6%,2%,0%,2%,1%,nt,9%,-15,-2,-14
CCn1c(=O)c(NC(=O)c2ccccc2)c2n(c1=S)CCCCC2,3%,-12%,-2%,?,-3%,-35*,2%,-8,12,-9
CCOc1ccccc1NC(=O)c1ccccc1N(C)S(C)(=O)=O,0%,3%,-2%,-6%,10%,2,-2%,-3,-3,-7
Cc1ccc(S(=O)(=O)NCC(=O)N(CC(=O)NC(C)(C)C)Cc2cccs2)cc1,-1%,7%,1%,-10%,15%,-3,10%,6,-1,37
